PKA-R1A activ – PKA-R1A complex activation. 340,000 tested, 0.083% active. PKA-R1A dissociation, Cy5-IP20 fluorescence polarization; scaled: DMSO 0%, 113 µM cGMP 100%. P00514+P68181. AID 504707. activation, % at 11.4 µM;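 active = percent activation above the mean of all tested compounds plus 3 SD, cut at about 19% in these data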;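 note: higher means more PKAc released from R1A so a rise in polarization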
MOR-DOR ag – OPRM1-OPRD1 heterodimerization agonism; cells, luminescence; 340,000 tested, 0.3% active; AID 504326; P35372+P41143; activation, % at 9.3 µM; in the data active = activation above about 18%;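 note: 0% = vehicle-treated cells and 100% = reference agonist; values of inactives mirror those of a sister screen read the other way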
Target sequence (P35372 whole entry, looked up): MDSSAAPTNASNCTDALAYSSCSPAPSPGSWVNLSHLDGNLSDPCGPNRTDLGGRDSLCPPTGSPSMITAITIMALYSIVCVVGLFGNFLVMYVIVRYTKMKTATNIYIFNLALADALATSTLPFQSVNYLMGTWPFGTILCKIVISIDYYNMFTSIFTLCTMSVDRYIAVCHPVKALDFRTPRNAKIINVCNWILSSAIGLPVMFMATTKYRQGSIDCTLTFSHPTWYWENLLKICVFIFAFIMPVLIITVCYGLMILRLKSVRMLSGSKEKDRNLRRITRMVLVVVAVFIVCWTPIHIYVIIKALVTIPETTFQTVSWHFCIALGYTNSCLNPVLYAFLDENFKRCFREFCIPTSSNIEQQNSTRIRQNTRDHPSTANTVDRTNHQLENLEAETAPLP
Target sequence (P41143 whole entry, looked up): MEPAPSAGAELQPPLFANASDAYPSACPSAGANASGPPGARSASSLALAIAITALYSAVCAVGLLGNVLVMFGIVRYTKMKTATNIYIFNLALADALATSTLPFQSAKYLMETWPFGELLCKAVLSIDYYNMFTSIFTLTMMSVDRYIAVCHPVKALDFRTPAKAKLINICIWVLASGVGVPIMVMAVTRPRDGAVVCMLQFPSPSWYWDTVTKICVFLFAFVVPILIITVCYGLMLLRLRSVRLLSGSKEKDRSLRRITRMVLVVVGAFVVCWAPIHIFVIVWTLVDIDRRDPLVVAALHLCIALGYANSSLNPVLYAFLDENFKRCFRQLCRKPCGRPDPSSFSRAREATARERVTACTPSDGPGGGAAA
DSG3 Ab inh – blocks pemphigus antibody binding to human desmoglein-3; P32926; DSG3-coupled beads, scFv-anti-DSG3-GFP binding, flow cytometry; hits give low values; binding (percent of control), % at 10 µM; 310,000 tested, 0.48% active; AID 588358;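 active = binding more than 3 SD below its plate's average and above zero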;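 note: hits lower antibody fragment binding to DSG3; some compounds called inactive have numbers as strong as hits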
AddAB inh – less growth of phage-infected E. coli with AddAB; inhibition, % at 11.9 µM; 330,000 tested, 0.29% active; E. coli expressing H. pylori AddAB, absorbance growth; AID 435030; in the data active = inhibition above about 12%;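 note: 0% = vehicle wells of infected cells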
Tat transport – blocks Tat-dependent protein export in E. coli; E. coli MC4100 TorA-mCherry Tat export, fluorescence; inhibition, % at 10 µM; 340,000 tested, 0.036% active;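 active = mean replicate inhibition at least 50% and at least half of replicates individually reaching 50%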;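 note: exported cargo escapes ClpAP degradation while cytoplasmic cargo is degraded and loses fluorescence; 0% = median of neutral control wells and 100% = median of NaSCN control wells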
phage Ecoli inh – E. coli growth loss with phage present; growth absorbance; inhibition, % at 11.9 µM; 360,000 tested, 0.26% active; in the data active = inhibition above about 11%
PfHsp90 set2 – growth inhibition of yeast expressing Plasmodium Hsp90; S. cerevisiae expressing PfHsp90, BacTiter-Glo ATP, 48 h; yeast lacking PDR1 and PDR3 efflux regulators; inhibition, % at 9.4 µM; 310,000 tested, 0.32% active; AID 504621;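 active = every replicate shows inhibition above about 80%, whatever the replicate mean, limit read from the data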;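 note: 0% = DMSO neutral controls and 100% = 20 µM radicicol positive controls; yeast relying on Plasmodium falciparum Hsp90 in place of its own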
Mot1-301 SUMO – blocks SUMOylation pathway, rescuing yeast Mot1-301 growth; 320,000 tested, 1% active; growth rescue, % at 18.8 µM; AID 2716; S. cerevisiae Mot1-301 growth rescue, ATP luminescence, 38.5C; percent above DMSO median, 100 means doubled;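 active = every valid replicate shows activation above 250% relative to neutral control wells; inactive = the rest, any valid replicate at or below 250%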;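 note: OY570 slx delta 5 strain wells were the positive control but not used for scaling; some compounds called inactive have numbers as strong as hits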
MOR-DOR inv ag – mu-delta opioid heterodimer inverse agonism. P35372+P41143. cell-based MOR-DOR heterodimer luminescence. inhibition, % at 9.3 µM. 340,000 tested, 0.21% active; in the data active = inhibition above about 22%, passing the limit was not always enough;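 note: 0% = cells with DMSO and 100% = wells without cells with DMSO; values of inactives mirror those of a sister screen read the other way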
E coli growth – reduces bacterial viability in AddAB counter-screen. E. coli V3065 growth, OD600 absorbance, 18 h. inhibition, % at 11.9 µM. 330,000 tested, 0.27% active. AID 449728;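 active = inhibition above the campaign's mean inhibition across all tested compounds plus 3 SD, cut at about 9.9% in these data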;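 note: uninfected addAB+ strain grown without phage in ampicillin broth; 0% = DMSO wells and 100% = ciprofloxacin 0.95 µg/ml wells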
Arrestin-AP2 inh – human beta-arrestin and AP2 interaction inhibition. FITC-arrestin peptide / GST-AP2 beads, flow cytometry; AP2 beta2 appendage carries R879A mutation. 340,000 tested, 0.31% active. inhibition, % at 10 µM;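 active = inhibition above a set limit, near 3 SD of compounds lacking own fluorescence, cut at about 54% in these data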;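 note: plate controls were DMSO wells for no effect and 5 µM unlabelled arrestin peptide for full effect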
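Assay system: GST-AP2 R879A bound to glutathione beads, E. coli-expressed; Medium: PBS with 0.05% Tween 20 and 0.1% BSA; Also added: fluorescein-tagged arrestin peptide at 50 nM final; Timing: 12 min plus 1 h, RT; Measured by: flow cytometry, FL1 (488/535 nm); Evaluation: percent drop in bead-associated FITC signal.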
Active calls of the source: *; i = inactive; · = not tested or not shown.

SMILES	PKA-R1A activ	MOR-DOR ag	DSG3 Ab inh	AddAB inh	Tat transport	phage Ecoli inh	PfHsp90 set2	Mot1-301 SUMO	MOR-DOR inv ag	E coli growth	Arrestin-AP2 inh
CN(C(=O)COC(=O)c1cccc(S(=O)(=O)N(C)c2ccccc2)c1)C1CCCCC1	-6	-1.1	·	2.3	12	-0.3	-4	4	4	-3.3	5
O=C(O)C1=NOC(CNc2ncc(C(F)(F)F)cc2Cl)C1 (stereo unspecified)	12	-3.6	90	-0.3	2	0.1	27	i	18	-1.5	16
Cc1ccc2c(c1)N(C(=O)CCC(=O)NCC(C)c1ccccc1)CC(C)O2 (stereo unspecified)	-15	-0.2	101	0.3	2	2.2	-9	-23	1	-0.8	-1
Cc1ccnc(N/C=C/C(=O)c2ccc(Br)cc2)c1	-4	0.9	103	·	-10	3.2	-21	-11	-4	·	4
Cc1c(OCC(=O)NCC(O)c2ccccc2)ccc2c(-c3ccccc3)cc(=O)oc12 (stereo unspecified)	-11	-1.4	108	3.4	3	1.3	5	20	8	-1.3	15
O=C(N/C(=C/c1ccc(Br)cc1)C(=O)N1CCCC1)c1ccccc1F	-7	-1.2	96	0.5	-11	1.3	10	5	6	-0.5	3
O=C(CCCn1c(=O)[nH]c2ccccc2c1=O)N1CCN(c2ccccn2)CC1	-9	-0.5	107	0.0	4	2.2	5	29	3	0.5	22
Cc1nnc(N)s1	-3	-0.5	·	0.9	1	0.1	-1	6	3	-1.4	16
CC(=O)Oc1c(Cl)c(N2CCOCC2)c(OC(C)=O)c2ccccc12	-5	-3.4	99	1.8	-25	2.0	-12	15	17	1.2	8
Cc1ccccc1S(=O)(=O)N1C[C@H]2CON(C)[C@H]2C[C@H]1c1cccc(-c2ccc(C#N)cc2)c1	-1	-3.3	104	·	3	4.2	4	·	15	·	-10
CCc1ccccc1NC(=O)CN(c1ccc(OC)cc1OC)S(=O)(=O)c1ccccc1[N+](=O)[O-]	6	-1.4	101	2.0	13	2.6	16	4	7	-0.4	6
CC(C)CNC(=O)c1ccc2c(c1)C(=O)N(C1CCCCC1)C2=O	-2	-1.7	108	1.2	7	1.5	17	9	9	-2.3	15
Cc1ccc(OC(=O)CCS(=O)(=O)c2ccc(C)cc2)cc1	-1	-1.4	108	-1.4	-3	1.6	-6	-1	7	-0.9	17
O=C(Cc1ccc(F)cc1)Nc1ccc(Cl)cn1	4	-3.1	108	1.8	-4	1.8	3	-8	16	0.4	0
O=C1CCC(C(=O)N(c2ccccc2)C2(C(=O)NC3CCCCC3)CCCCC2)N1 (stereo unspecified)	-14	-0.6	100	3.2	3	3.7	20	-6	3	-0.8	-2
COc1ccc(-c2[nH]ncc2CN(C)Cc2cnccn2)c(OC)c1	-7	-3.1	·	4.0	-8	2.6	4	-11	14	-3.1	13
N#Cc1ccc(OCC(=O)Nc2nc(-c3ccncc3)cs2)cc1	0	-1.8	92	1.4	-4	2.9	15	-18	7	-0.7	16
O=C(CCNC(=O)c1ccccc1)Nc1ccc(F)c(Cl)c1	0	-0.8	95	3.0	13	5.5	51	52	6	-0.8	3
COc1ccc(C)cc1NC(=O)CSc1ccc(Cl)cc1	-11	7.6	101	1.4	1	4.3	11	2	-55	0.9	-2
O=C1CN(C(=O)COc2ccc(Br)cc2Br)c2ccccc2N1	1	-1.2	105	-2.1	-13	3.4	-5	·	6	-2.1	43
CCOC(=O)C(NC(C)=O)(Nc1ccc(S(=O)(=O)Nc2nccs2)cc1)C(F)(F)F (stereo unspecified)	-13	-4.2	·	3.8	-3	5.9	14	-2	21	3.3	-4
CC(C)COC(=O)c1ccc2c(c1O)C(=O)c1ccccc1C2=O	4	11	93	2.5	4	3.7	-66	11	-57	2.3	19
CCOc1ccccc1NC(=O)CN(c1ccc(OC)cc1)S(=O)(=O)c1c(C)noc1C	-4	-1.7	98	-0.2	2	2.6	-60	-14	8	-1.2	6
CC(C)(C)NC(=O)C(c1ccc(F)cc1)N(Cc1ccco1)C(=O)Cn1nnc(-c2cccs2)n1 (stereo unspecified)	0	-1.9	·	-0.2	4	3.1	-37	-1	11	-1.8	5
COc1cc2c(cc1OC)CN(Cc1cc(=O)n3c(-c4ccccc4)csc3n1)CC2	1	-0.4	91	1.1	0	2.4	-47	-3	2	-0.3	8

3 structures from above, arranged by length of the SMILES, ascending:
SMILES	PKA-R1A activ	MOR-DOR ag	DSG3 Ab inh	AddAB inh	Tat transport	phage Ecoli inh	PfHsp90 set2	Mot1-301 SUMO	MOR-DOR inv ag	E coli growth	Arrestin-AP2 inh
O=C1CN(C(=O)COc2ccc(Br)cc2Br)c2ccccc2N1	1	-1.2	105	-2.1	-13	3.4	-5	·	6	-2.1	43
O=C(N/C(=C/c1ccc(Br)cc1)C(=O)N1CCCC1)c1ccccc1F	-7	-1.2	96	0.5	-11	1.3	10	5	6	-0.5	3
Cc1ccc2c(c1)N(C(=O)CCC(=O)NCC(C)c1ccccc1)CC(C)O2 (stereo unspecified)	-15	-0.2	101	0.3	2	2.2	-9	-23	1	-0.8	-1

Additional structures follow:
SMILES	PKA-R1A activ	MOR-DOR ag	DSG3 Ab inh	AddAB inh	Tat transport	phage Ecoli inh	PfHsp90 set2	Mot1-301 SUMO	MOR-DOR inv ag	E coli growth	Arrestin-AP2 inh
CC(C)CC1NC(=O)N(CC(=O)N2CCN(S(=O)(=O)c3ccc4ccccc4c3)CC2)C1=O (stereo unspecified)	-1	-1.8	103	3.2	-7	1.1	·	2	9	0.1	26
CCN1CCN(c2ccc(S(=O)(=O)N(CC)CC)cc2[N+](=O)[O-])CC1	10	-1.1	108	0.7	-1	2.1	-2	0	6	2.0	-1
Cc1ccccc1N=Cc1c(O)n(-c2nccs2)c(=O)c2ccccc12	4	-1.3	97	2.4	3	4.5	-21	8	7	0.2	4
C=CCn1c(SCC(=O)N2CCCC2)nc2scc(-c3cccs3)c2c1=O	-14	-1.6	100	0.0	-4	0.7	14	1	9	-0.6	-2
CC(C)(O)CN(C(=O)C(c1ccccc1)c1ccccc1)C1CCCCC1	15	4.6	103	·	7	3.0	-29	·	-20	·	34
COc1ccc(S(=O)(=O)N(C)C[C@H]2Oc3ccc(NS(=O)(=O)c4c(C)noc4C)cc3C(=O)N([C@H](C)CO)C[C@@H]2C)cc1	11	0.2	104	1.2	2	2.6	-31	-2	-1	0.0	4
Cc1ccc(C(=O)N2CCCC(Nc3ccc(F)cc3)C2)cc1C (stereo unspecified)	-1	-1.8	106	2.1	0	-3.2	6	17	7	-0.3	29
COc1ccc(C(=O)NCCSCc2ccc(C)cc2)cc1	0	-1.3	107	3.4	2	4.5	-21	-6	7	1.2	-4
Cc1nc(=O)c(-c2ccccc2)c(C)n1Cc1ccccc1	2	-0.8	104	0.6	-1	4.5	-16	-6	4	-0.9	4
CCCc1cc(=O)[nH]c(SC/C=C/c2ccccc2)n1	·	·	109	7.5	·	1.9	·	-2	·	2.8	9
CC(=O)COc1ccc2c(c1C)O/C(=C\c1ccco1)C2=O	-11	0.1	115	1.6	1	-1.4	9	-14	0	2.2	-21
C=CCNc1nc(Nc2ccc(OC)cc2OC)nc(OCC)n1	-9	-1.3	98	-2.0	5	1.9	-1	-7	7	-0.4	1
CC(=O)N1CCc2c(sc(NC(=O)CS(=O)(=O)c3ccc(F)cc3)c2C#N)C1	5	-2.4	99	-0.9	-3	2.2	·	-15	12	0.8	32
COc1ccc(Br)cc1/C=N/NC(=O)c1ccc(COc2ccc3c(c2)CCC3)o1	6	0.1	114	1.9	2	-0.5	-34	-22	-1	-2.4	-3
CCOC(=O)C1(C(=O)OCC)NC(=O)CC1CC(C)C (stereo unspecified)	3	-0.3	93	·	-1	2.4	·	·	2	·	9
O=S(=O)(/C=C/c1ccccc1)N1CCN(Cc2ccccc2)CC1	8	2.3	98	4.9	3	1.2	7	68	-11	-1.2	31
CCn1cc(C(=O)NC(C)C2CC3CCC2C3)cn1 (stereo unspecified)	-5	-1.0	·	-0.7	-2	2.0	-90	-2	5	-0.2	-8
O=C(NCc1cccs1)c1cc(S(=O)(=O)N2CCOCC2)ccc1N1CCCC1	-7	-1.3	112	-0.4	5	1.0	1	-7	5	-0.3	5
COCCCn1c(SCC(=O)NC2CCS(=O)(=O)C2)nnc1-c1ccc(Cl)cc1 (stereo unspecified)	0	-2.3	·	0.7	11	3.6	-7	-14	9	0.9	-14
COc1ccc(Br)cc1CN1CCN(C(=O)c2ccc(F)cc2)CC1	1	0.2	104	-0.5	-4	3.2	0	8	-1	2.6	6
CCCCN(CC)C(=O)CSc1nc2c(sc(=S)n2-c2ccc(OCC)cc2)c(=O)[nH]1	7	-2.2	102	·	10	1.7	-9	·	11	·	14
CCOc1cc(NC(=S)NCCCN2CCOCC2)c(OCC)cc1NC(=O)c1ccccc1C	4	0.4	89	3.2	-4	2.5	·	50	-3	-1.5	-1
O=[N+]([O-])c1ccc(N2CCN(c3ccccc3)CC2)nc1	-7	-2.2	95	1.4	-3	2.2	-1	20	11	-1.4	14
Cc1cccc(N(C(=O)c2snc(C(N)=O)c2N)C(C(=O)NCC2CCCO2)c2cccs2)c1 (stereo unspecified)	-7	-3.0	99	-3.6	-3	0.9	-18	-21	16	-1.2	41
CCOC(=O)CN1C(=O)N[C@@H](c2cccc(F)c2)C(C(C)=O)=C1C	-2	-3.8	103	3.8	0	-0.7	-15	1	17	1.7	6

Later entries
SMILES	PKA-R1A activ	MOR-DOR ag	DSG3 Ab inh	AddAB inh	Tat transport	phage Ecoli inh	PfHsp90 set2	Mot1-301 SUMO	MOR-DOR inv ag	E coli growth	Arrestin-AP2 inh
CCOC(=O)N1CCC(NC(=O)c2cc(C(=O)NCC(OC)OC)ccc2CO)CC1	-2	-2.0	106	-0.9	2	-0.5	-23	-2	12	-4.0	9
Cc1cc2nc(C3CCCN(C(=S)Nc4ccccc4C)C3)[nH]c2cc1C (stereo unspecified)	14	-3.6	123	2.3	-4	1.8	14	-5	17	1.6	7
Cc1ccsc1C1C(C#N)=C(N)Oc2n[nH]c(C)c21 (stereo unspecified)	5	0.2	87	-1.8	-1	-0.9	-19	-13	-1	-2.9	-1
Nc1nonc1C(=O)N/N=C/c1ccc(-c2ccc(Cl)c(C(=O)O)c2)o1	-17	-3.7	105	5.4	-8	2.7	-28	1	21	2.2	-2
O=C(Cc1ccccc1)NCc1n[nH]c(=S)n1-c1ccc(Br)cc1	0	-1.0	110	2.8	-3	5.2	4	221	5	0.0	2
Cc1ccc(NC(=O)c2ccc(OC(=O)c3ccco3)cc2)cc1	-9	-1.2	87	3.3	2	1.7	-2	361	7	0.4	23
O=C(c1cc(S(=O)(=O)N2CCOCC2)ccc1F)N1CCN(Cc2ccccc2)CC1	3	-1.4	106	-0.5	-11	-0.8	-8	4	7	-1.9	-5
COc1ccc(CNC(=O)C[C@H]2C(=O)N(Cc3ccccc3)C[C@@H]2Cc2ccccc2)cc1	-7	-1.8	107	-0.6	1	0.6	-6	5	11	-1.2	-1
S=C1SCN(CC2CC2)CN1CC1CC1	0	-3.9	·	-1.4	-18	-0.2	-2	146	19	-2.0	0
